GST TR-FRET counter = biotin-GST/anti-GST TR-FRET signal inhibitors, dose response, artefact control for Vif-APOBEC3G degradation inhibitor project, biochemical (AID 1117362) | TR-FRET counter screen, biotin-GST/anti-GST signal | IC50 in µM for hits, for the others inhibition, % at the top dose, mostly 100 µM | 3,600 tested, 2.8% active;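 active means inhibition above 30% at one or more concentrations, seen consistently on every test date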;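 further: biotinylated GST protein used in place of GST-Vif 1-94 and biotin-A3G peptide; detects fluorescence quenchers or blockers of GST binding to anti-GST antibody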
The depositor's hits bear a star; & = joins results of further samples. An excerpt; rates above refer to the full screens.

Sample of the layout, 25 compounds:
item	Molecule	GST TR-FRET counter
1	COc1cc2ccccc2nn1	-0.4%
2	Cc1ccc(C(=O)OCc2cn3ccccc3n2)cc1	3.0%
3	O=C(O)CCc1ccc(-c2ccc(Br)cc2)o1	-9.2%
4	CCCCn1c(=NC(=O)c2cccnc2)c(C#N)cc2c(=O)n3cccc(C)c3nc21	12%
5	Cc1ccc(-c2csc(NC(=O)c3ccc(-c4ccccc4)cc3)n2)o1	-10.0%
6	O=C(Cc1csc(N2CCOCC2)n1)N/N=C/c1ccc(O)c(O)c1O	22%
7	S=c1[nH]nc(COc2ccc3c(c2)OCO3)n1-c1ccccc1	4.8%
8	CSCCC(CO)NC(=O)OCc1ccccc1 (configuration not stated)	-5.2%
9	Cc1ccc(Nc2cnn(C34CC5CC(CC(CC(=O)O)(C5)C3)C4)c(=O)c2Cl)cc1C	4.2%
10	COc1cc(CNCCc2ccccc2F)ccc1OCc1ccc(Cl)nc1	7.9%
11	O=C(Cn1cc2c(n1)CCCC2)NCc1cccnc1	-0.6%
12	CN(CCO)c1cc(Sc2nc3ccccc3s2)c2nonc2c1[N+](=O)[O-]	10%
13	O=C(c1ccc(N2CCN(C3CC(=O)N(c4ccc(F)cc4)C3=O)CC2)cc1)c1cccnc1 (configuration not stated)	-2.4%
14	O=C1CCCC2=C1C(O)(C(F)(F)F)C(=O)N2Cc1ccccc1 (configuration not stated)	6.0%
15	FC(F)(F)C1=Nc2cccc3cccc(c23)N1	3.1%
16	COc1ccc(/C=N/OCC(=O)Nc2cc(C)on2)cc1OC	-0.4%
17	CCOC(=O)C1CCN(Cc2cnc(Oc3ccc(OC)cc3)s2)CC1	2.9%
18	CCN(CC)Cc1cc(Nc2c3ccccc3nc3c4ccccc4n(C)c23)cc(CN(CC)CC)c1O	59µM*
19	Cc1cc(C)c2nc(SCC(=O)NCCN3C(=O)CSC3=O)cc(C)c2c1	-2.5%
20	O=C(CCn1c(=O)c2ccccc2n(CC(=O)NCCC2=CCCCC2)c1=O)NCc1ccco1	-2.8%
21	Cc1nn(C(=O)c2cccnc2)c(C)c1C	2.8%
22	CCc1nc(NCC2CCCN2CC)c2nnn(Cc3ccccc3F)c2n1 (configuration not stated)	0.2%
23	O=C(Nc1ccc(Cl)cc1)Nc1ccc(N2CCC(C(F)(F)F)CC2)nc1	0.0%
24	Cc1ccc(C)c(OCCC(=O)Nc2ccccc2C(=O)NC2CC2)c1	7.2%
25	CCNc1nc(NCC)nc(OCCNS(=O)(=O)c2cc(C)ccc2C)n1	0.8%

Main list, previewed entries included:
item	Molecule	GST TR-FRET counter
1	COc1cc2ccccc2nn1	-0.4%
2	Cc1ccc(C(=O)OCc2cn3ccccc3n2)cc1	3.0%
3	O=C(O)CCc1ccc(-c2ccc(Br)cc2)o1	-9.2%
4	CCCCn1c(=NC(=O)c2cccnc2)c(C#N)cc2c(=O)n3cccc(C)c3nc21	12%
5	Cc1ccc(-c2csc(NC(=O)c3ccc(-c4ccccc4)cc3)n2)o1	-10.0%
6	O=C(Cc1csc(N2CCOCC2)n1)N/N=C/c1ccc(O)c(O)c1O	22%
7	S=c1[nH]nc(COc2ccc3c(c2)OCO3)n1-c1ccccc1	4.8%
8	CSCCC(CO)NC(=O)OCc1ccccc1 (configuration not stated)	-5.2%
9	Cc1ccc(Nc2cnn(C34CC5CC(CC(CC(=O)O)(C5)C3)C4)c(=O)c2Cl)cc1C	4.2%
10	COc1cc(CNCCc2ccccc2F)ccc1OCc1ccc(Cl)nc1	7.9%
11	O=C(Cn1cc2c(n1)CCCC2)NCc1cccnc1	-0.6%
12	CN(CCO)c1cc(Sc2nc3ccccc3s2)c2nonc2c1[N+](=O)[O-]	10%
13	O=C(c1ccc(N2CCN(C3CC(=O)N(c4ccc(F)cc4)C3=O)CC2)cc1)c1cccnc1 (configuration not stated)	-2.4%
14	O=C1CCCC2=C1C(O)(C(F)(F)F)C(=O)N2Cc1ccccc1 (configuration not stated)	6.0%
15	FC(F)(F)C1=Nc2cccc3cccc(c23)N1	3.1%
16	COc1ccc(/C=N/OCC(=O)Nc2cc(C)on2)cc1OC	-0.4%
17	CCOC(=O)C1CCN(Cc2cnc(Oc3ccc(OC)cc3)s2)CC1	2.9%
18	CCN(CC)Cc1cc(Nc2c3ccccc3nc3c4ccccc4n(C)c23)cc(CN(CC)CC)c1O	59µM*
19	Cc1cc(C)c2nc(SCC(=O)NCCN3C(=O)CSC3=O)cc(C)c2c1	-2.5%
20	O=C(CCn1c(=O)c2ccccc2n(CC(=O)NCCC2=CCCCC2)c1=O)NCc1ccco1	-2.8%
21	Cc1nn(C(=O)c2cccnc2)c(C)c1C	2.8%
22	CCc1nc(NCC2CCCN2CC)c2nnn(Cc3ccccc3F)c2n1 (configuration not stated)	0.2%
23	O=C(Nc1ccc(Cl)cc1)Nc1ccc(N2CCC(C(F)(F)F)CC2)nc1	0.0%
24	Cc1ccc(C)c(OCCC(=O)Nc2ccccc2C(=O)NC2CC2)c1	7.2%
25	CCNc1nc(NCC)nc(OCCNS(=O)(=O)c2cc(C)ccc2C)n1	0.8%
26	COCCn1c(SCC(=O)Nc2cc(C)on2)nc2cc(Cl)ccc2c1=O	-42%
27	CCOC(=O)c1ccc(NC(=O)CSc2nnc(Cc3cccs3)n2C)cc1	-8.2%
28	Cc1ccc(S(=O)(=O)Nc2ccc3nc(C)sc3c2)cc1	2.9%
29	CCOC(=O)c1cc(NC(=O)N2CCCc3ccccc32)c(C)nc1C	-1.6%
30	CCOC(=O)C/C(C)=N\Nc1ccc([N+](=O)[O-])cc1[N+](=O)[O-]	8.7%
31	COC(=O)c1c(C)[nH]c(C=O)c1-c1ccccc1	1.0%
32	Cc1ccc(OC(=O)COc2ccccc2)c(-n2nc3ccccc3n2)c1	-2.3%
33	CC(=O)N1CCN(c2nc(-c3ccco3)c3c(c2C#N)CC(C)(C)SC3)CC1	3.2%
34	Cc1ccc(C(=O)/C=C/c2cc(C#N)n(C)c2C)cc1	4.5%
35	O=C1NC(=S)N/C1=C/c1ccc(-c2c(Br)cc([N+](=O)[O-])cc2Br)o1	12%
36	NC(=O)c1nsnc1-c1ccccc1O	1.7%
37	Cc1ccc(S(=O)(=O)NCCC(=O)N2CCN(C/C=C/c3ccccc3)CC2)cc1	6.2%
38	C=C(C)C(=O)Nc1cccc(C2=NOC3(C2)C[C@@H](C(N)=O)N(C(=O)c2cc([N+](=O)[O-])cc([N+](=O)[O-])c2)C3)c1 (some centres not stated)	>100µM*
39	O=C(COC(=O)c1ccccc1)Nc1ncc([N+](=O)[O-])s1	13%
40	S=c1[nH]nc(COc2ccc(Cl)cc2)n1Cc1ccccc1	1.8%
41	CCCc1cc(=O)[nH]c(SCC(=O)Nc2cc3c(cc2C(C)=O)OCO3)n1	2.9%
42	Oc1ccc(NCc2cccc(OCc3ccc(F)cc3)c2)cc1	5.7%
43	COCC(=O)Nc1sc2c(c1C(=O)OC)C(C(=O)OC)CC2 (configuration not stated)	2.9%
44	CCn1cc(C(=O)NCc2ccc3c(c2)OCO3)c2cc(OC)c(OC)cc2c1=O	-4.9%
45	C=C(Cl)COc1ccc2c(CCC)cc(=O)oc2c1	0.8%
46	COC(=O)c1ccc(COc2ccc(/C=N/Nc3cccc(C(=O)O)c3)cc2)cc1	-2.3%
47	Cc1ccc2cccc(S(=O)(=O)N3CCN(c4ccccc4F)CC3)c2n1	5.4%
48	CC(OC(=O)/C=C/c1ccco1)C(=O)NC1CCCCC1 (configuration not stated)	1.9%
49	CCOc1ccc2nc(Cl)c(C3CC(c4ccccc4)=NN3C(=O)c3cccs3)cc2c1 (configuration not stated)	-9.1%
50	CCN(c1ccc(NC(=O)COC(=O)c2ccc([N+](=O)[O-])o2)cc1)C(C)C	-1.6%
51	O=C(NCCc1ccccc1)c1ccc2nc(-c3ccco3)c(-c3ccco3)nc2c1	23%
52	Cc1cc2ccccc2n1CCNC(=O)C1CCCCC1	22%
53	COc1ccc(OC)c(C2C(C(=O)c3cc4ccccc4o3)=C(O)C(=O)N2c2cc(C)on2)c1 (configuration not stated)	-13%
54	O=C(NCc1ccccc1)c1ccc2nc(-c3ccco3)c(-c3ccco3)nc2c1	15%
55	Nc1nc(Nc2ccccc2)sc1C(=O)c1ccccc1	2.6%
56	C=CCc1c(C)nc2c(C(=O)O)cnn2c1C	4.8%
57	COc1cc(OC)cc(C(=O)NC(=S)N2CCN(c3ccc(C(F)(F)F)cc3[N+](=O)[O-])CC2)c1	2.5%
58	CC1=CC(=Nc2c(C)n(C)n(-c3ccccc3)c2=O)C=CC1=O	11%
59	CC(/C=C1\SC(=S)N(CCCC(=O)Nc2ccc(C(=O)O)c(O)c2)C1=O)=C\c1ccccc1	-7.8%
60	Cc1nc2ccc(S(=O)(=O)N(C)CC(=O)N3CCc4ccccc43)cc2s1	-6.6%

The last 2 records of the part above come first, to join the parts.
item	Molecule	GST TR-FRET counter
59	CC(/C=C1\SC(=S)N(CCCC(=O)Nc2ccc(C(=O)O)c(O)c2)C1=O)=C\c1ccccc1	-7.8%
60	Cc1nc2ccc(S(=O)(=O)N(C)CC(=O)N3CCc4ccccc43)cc2s1	-6.6%
61	COc1ccc(NC(=O)/C(C#N)=C/c2ccc(Sc3nncn3C)c([N+](=O)[O-])c2)cc1	15%
62	Cc1ccccc1Cc1c(C)nc2c(C(=O)NCc3ccc4c(c3)OCO4)cnn2c1C	-0.8%
63	COC(=O)c1ccc(COc2ccccc2/C=C(\C#N)C(=O)Nc2c(C)cc(C)cc2C)cc1	-3.5%
64	CCCCCCCCNc1ncnc2ccccc12	-1.4%
65	CCn1c(SCC(=O)c2ccc(F)cc2)nnc1-c1ccoc1C	1.3%
66	CC(C)(C)c1ccc(C(=O)Oc2ccc3c(c2)OCC3=O)cc1	-0.6%
67	CC1=CC(C)(C)n2c(O)c(N=NC(N)=S)c3c(C)c(C)cc1c32	-0.2%
68	CC(=O)Nc1nnc(SCC(=O)N2CCCc3ccccc32)s1	2.5%
69	Cc1cccc(C)c1OCCOCCN1CCN(C)CC1	5.8%
70	CCOCCNC(=O)c1ccccc1C(=O)NCCOCC	2.1%
71	CN(C1=C(NC(=O)c2ccc(Cl)cc2)C(=O)c2ccccc2C1=O)c1ccccc1	-17%
72	CCCn1cnc2cc(NCc3ccccn3)ccc21	>100µM*
73	C#CC[N+]1(CC#Cc2ccccc2)CCCC1	10.0%
74	CN(CC(=O)Nc1ccccc1Cl)C(=O)Cn1cc(C(F)(F)F)cc(Cl)c1=O	0.4%
75	O=C(NCc1ccncc1)c1ccc(Cn2cc(C(F)(F)F)ccc2=O)cc1	20%
76	COc1ccc(S(=O)(=O)NNC(=O)c2sccc2-n2cccc2)cc1	3.8%
77	COc1cccc(-c2cc(C(=O)Nc3c(C)n(C)n(-c4ccccc4)c3=O)no2)c1	-2.7%
78	CCN(CC)c1ccc2oc(=O)c(C)nc2c1	-24%
79	CCc1ccc2c(CN3CCC(C(=O)OC)CC3)cc(=O)oc2c1	2.5%
80	COc1ccccc1N1CCN(C(=O)c2oc3cc(C)c(C)cc3c2C)CC1	2.6%
81	CSc1ccc(CN(C)CC(=O)NC(=O)NCCC2=CCCCC2)cc1	3.1%
82	COc1cc(/C=N/NC(=O)c2ccc(NS(=O)(=O)c3cccs3)cc2)cc(OC)c1O	2.3%
83	O=C(COC(=O)c1ccccc1Br)Nc1nnc(-c2ccccc2)o1	3.6%
84	CCC(C)n1c(-c2cccc(S(=O)(=O)N3CCOCC3)c2)n[nH]c1=S (configuration not stated)	-0.3%
85	O=C(Nc1ccccc1)c1ccc2nc(-c3ccco3)c(-c3ccco3)nc2c1	-5.4%&10%
86	Cc1cc(C)c([N+](=O)[O-])cc1-c1ccc(/C=N/NC(=O)c2nonc2N)o1	3.1%
87	O=C(O)C1Nc2c(O)cc(Cl)c([N+](=O)[O-])c2C2C=CCC12 (configuration not stated)	>100µM*
88	Oc1ccc(NCc2ccccc2OCc2ccccc2)cc1	17%
89	C[C@H](NC(=O)c1ccco1)C(=O)Nc1cccc([N+](=O)[O-])c1	5.2%
90	O=C(O)C1Nc2c(C(=O)N3CCOCC3)cccc2C2C=CCC12 (configuration not stated)	0.8%
91	CN(C)C(=O)c1nc2ccc(Cl)cn2c1CN1CCCC(OCc2ccccc2)C1 (configuration not stated)	5.6%
92	COc1ccc(N(CC(=O)NCc2ccccc2C)S(=O)(=O)c2ccc(C)cc2)cc1OC	1.6%
93	COc1ccc(C(=O)CSc2n[nH]c(N)n2)cc1	4.2%
94	Cc1ccc(NC2=NCCCCC2)cc1C	-0.1%
95	O=C(O)c1cccc(S(=O)(=O)Nc2ccccc2Cl)c1	-4.7%
96	CN(C)CCNc1ncnc2c1sc1nc(-c3ccccc3)c3c(c12)CCCC3	-3.6%
97	COC1=C(Br)C(=O)c2nc(C)ccc2C1=O	-4.2%
98	CCOC(=O)C1CCN(S(=O)(=O)c2cccc(-c3cn4cccc(C)c4n3)c2)CC1	7.0%
99	CC(=O)c1cc2c(cc1NC(=O)CSc1nc3ccccc3o1)OCO2	-5.1%
100	O=C(c1cccs1)N1CCN(C/C=C/c2ccccc2)CC1	-3.3%
101	Cc1ccc(-c2c3c([nH]c(=S)c2C#N)CCCC3)o1	5.1%
102	CCOc1cc(S(=O)(=O)NCc2ccccn2)c(C)cc1C	5.2%
103	O=C(CNC(=O)c1ccc(Cl)cc1Cl)OCc1nnc(-c2ccccc2Br)o1	2.6%
104	CCC(C)n1cnc2c(c1=O)c1nc3ccccc3nc1n2-c1ccc2c(c1)OCCO2 (configuration not stated)	5.7%
105	CCOC(=O)c1cc2ccc(OC)c(OC)c2c(=O)s1	-1.3%
106	O=c1oc2c3c4c(cc2s1)CCCN4CCC3	66µM*

Assay outcomes deposited in PubChem BioAssay by Southern Research Institute.
